# Source: PubChem BioAssay (National Center for Advancing Translational Sciences (NCATS))
# aSyn tox rescue: alpha-synuclein toxicity suppression in yeast; S. cerevisiae alpha-synuclein toxicity rescue, BacTiter-Glo growth, 24 h; Potency, µM (top dose mostly 46.1 µM), inactives show at the top dose growth rescue (activation), usual class: activators; 94,000 tested, 0.02% active; active means well fitted activation curve with a large enough effect; inconclusive means small, poorly fitted or top-dose-only effect; further: 0% is about no effect
#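 Growth restoration measured by BacTiter-Glo luminescence after 24 hr at 30 deg C; alpha-synuclein yeast, raffinose-pregrown to mid-log, were added at OD600=0.02 in galactose medium onto pinned compounds.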
# The depositor's hits bear a star; ? = inconclusive; [ ] = remark or other dose. Potency means the concentration at half of the fitted maximal effect. These rows are one share of the data; rates above refer to the full screens.
mol,aSyn tox rescue
CCN(CC)C(=O)c1sc2c(c1C)c(=O)n(CCc1ccccc1)c(=O)n2Cc1ccc(F)cc1Cl,3%
COc1ccc(NC(=O)N2CCN(Cc3nc4ccc(C)cc4o3)CC2)cc1OC,0%
O[C@H]1CN(CC2CCCCC2)[C@@H](c2ccc(Cl)cc2)C[C@@H]1n1cc(-c2ccc(F)cc2)nn1,-35%[inhibitor]
Cc1ccnc(NC(=O)Cc2ccc([N+](=O)[O-])cc2)c1,1%
CCOc1ccc(NS(=O)(=O)c2ccc(C(=O)NCC3CCCO3)cc2)cc1 (stereo not given),6%
CCN(CC(=O)Nc1c(F)cccc1F)C(=O)CCNS(=O)(=O)c1ccccc1C(F)(F)F,-3%
COc1ccc(CN2CCN(Cc3c[nH]c4ccccc34)CC2)c(OC)c1,13%
Cc1cc(C)c(S(=O)(=O)c2cccc(Cl)c2)c(=O)[nH]1,-8%
CN1CCc2c(c3ccccc3n2Cc2ccccc2)C1,-4%
CN(C1=NC(=O)C(CC(=O)O)S1)c1ccc(O)cc1 (stereo not given),-3%
CCOc1ccc(NC(=O)CCCOc2cc(=O)n(C)c3ccccc23)cc1,-5%
CCCCN1CCCc2cc(CN(CCCN3CCOCC3)C(=O)Nc3ccc(CC)cc3)ccc21,0%
COc1ccccc1Cc1nc2ccccc2nc1SCC(=O)NCc1ccc(F)cc1,3%
COc1ccc(C(=O)c2sc3nc4c(c(C(F)(F)F)c3c2N)CN(C(C)=O)CC4)cc1OC,1%
COc1ccc(-c2nc3ccccc3o2)cc1NC(=O)c1cccc2c(Cl)cccc12,2%
COc1cccc(NC(=O)Cn2nc(-c3ccncc3)ccc2=O)c1,2%
CSCCC(NC(=O)c1ccco1)C(=O)N1CCN(Cc2ccccc2)CC1 (stereo not given),4%
CCOC(=O)c1c(C)c(-c2ccccc2)n(CC(=O)NCCC(C)C)c1C,9%
Cc1ccc2c(=O)cc(C(=O)Nc3ccc(S(=O)(=O)N4CCCCCC4)cc3)oc2c1C,-1%
CCC(Sc1nc(-c2ccccc2)[nH]c1S(=O)(=O)c1ccc(C)cc1)C(=O)O (stereo not given),0%
CCOc1ccc(C(=O)NCC(=O)NCC(c2cccs2)N2CCOCC2)cc1 (stereo not given),7%
CC(=O)Nc1ccc(S(=O)(=O)N2CCCC2C(=O)Nc2ccc3c(c2)OCCO3)cc1 (stereo not given),-5%
CCOc1ccccc1N1CCN(CC(=O)Nc2nccs2)CC1,6%
Cc1cc(C(=O)N/N=C/c2c[nH]c3ccccc23)c(C)o1,3%
CCOC(=O)/C(C#N)=C/c1ccc(-c2ccc(Br)cc2)o1,-13%
N=C1C(c2ccccc2)=C(O)CN1c1cccc2ccccc12,5%
NS(=O)(=O)c1ccc(Cl)c(C(=O)Nc2ccccc2[N+](=O)[O-])c1,11%
COc1cccc(C(=O)NCCc2sc(-c3cccc(C)c3)nc2C)c1,8%
Cc1ccc(NC(=O)Cc2ncon2)cc1Cl,4%
Cc1ccccc1N1CCN(S(=O)(=O)c2nnc(NC(=O)c3ccc(C(C)C)cc3)s2)CC1,4%
Cc1ccc(NC(=O)CN2CCC(NC(=O)c3ccccc3F)CC2)cc1C,-7%
CC(=O)CCc1c(C)nc2ccc(C)cc2c1Cl,4%
CCCCn1c(CCCNC(=O)CC)nc2ccccc21,-2%
O=C(N/C(=C\c1ccc(Br)cc1)C(=O)N1CCOCC1)c1ccc([N+](=O)[O-])cc1,14%
COc1cc(OC)cc(OC(=O)c2ccc3c(=O)n4c(nc3c2)CCC4)c1,-31%[inhibitor]
Cc1ccc(S(=O)(=O)CCSc2nccn2C)cc1,-6%
COc1ccc(N2CCN(C(=O)CCNC(=O)c3ccc(Br)cc3)CC2)cc1,0%
CCC(c1nnnn1Cc1ccc(OC)cc1)N1CCN(c2ccc(OC)cc2)CC1 (stereo not given),9%
CCSc1nc(-c2ccc(OC)cc2)nc2c1Cc1c(CO)cnc(C)c1O2,-9%
COc1cn(CC(=O)Nc2ccc(C)cc2C)c(CN2CCCCC2)cc1=O,0%
CCOC(=O)c1cnc2ccc(C(=O)OC)cc2c1Nc1ccccc1CC,-7%
COc1ccc(N2CCN(C(=O)COC(=O)[C@@H](NC(=O)c3ccccc3Cl)C(C)C)CC2)cc1,2%
CCS(=O)(=O)c1c(Nc2cc(C)ccc2C)sc(C(=O)c2ccccc2)c1N,21%
Cc1cn([C@H]2C[C@H](O)[C@@H](CNC(=O)[C@@H]3C[C@H](F)CN3)O2)c(=O)[nH]c1=O,-1%
O=C(NCCNC(=O)c1ccc(Cl)cc1Cl)c1ccccn1,1%
CCOC(=O)c1c(NC(=O)Cc2ccccc2)sc2c1CCN(C)C2,-2%
Cc1cc(C)cc(NS(=O)(=O)c2ccc3[nH]cc(C(=O)N4CCCC4)c(=O)c3c2)c1,4%
O=C(NCC(c1cccnc1)N1CCc2ccccc2C1)C(=O)Nc1cccc(Cl)c1 (stereo not given),13%
COc1ccc(CNC(=O)CSc2nc(C)cs2)cc1,8%
COc1cc(NC(=O)CC(c2ccc(C)cc2)N2Cc3ccccc3C2=O)cc(OC)c1 (stereo not given),19%
COC(=O)c1cc(S(=O)(=O)N2CCN(c3cc(C)ccc3C)CC2)c[nH]1,-6%
O=C(CCCc1nc(-c2ccccc2)no1)Nc1cc(C(F)(F)F)cc(C(F)(F)F)c1,-4%
CCCCCCNC(=O)CCc1c(C)nc2nc(-c3cc(OC)cc(OC)c3)nn2c1C,1%
CCOc1ccc(NC(=O)c2cccnc2SC)cc1,1%
O=C(COC(=O)CNC(=O)c1sc2ccccc2c1Cl)Nc1c(Cl)cc(Cl)cc1Cl,-8%
Cc1nn(C(=O)COc2ccccc2)c(C)c1Sc1ccccc1,-15%
Cc1ccc(Nc2c(-c3ccc(N(C)C)cc3)nc3ncccn23)cc1,-8%
CCOC(=O)C1C(c2ccccc2O)NC(=O)NC1(O)C(F)(F)F (stereo not given),-4%
CC(C)NC(=O)CN(Cc1ccc(F)cc1)C(=O)CCC(=O)Nc1nccs1,-7%
Cc1nn(Cc2ccccc2Cl)c(Cl)c1/C=C/C(=O)OCC(=O)NC1CCS(=O)(=O)C1 (stereo not given),-7%

# Given as labelled records: 4 of the compounds above
SMILES: COC(=O)c1cc(S(=O)(=O)N2CCN(c3cc(C)ccc3C)CC2)c[nH]1
  aSyn tox rescue: -6%
SMILES: O=C(CCCc1nc(-c2ccccc2)no1)Nc1cc(C(F)(F)F)cc(C(F)(F)F)c1
  aSyn tox rescue: -4%
SMILES: CCCCCCNC(=O)CCc1c(C)nc2nc(-c3cc(OC)cc(OC)c3)nn2c1C
  aSyn tox rescue: 1%
SMILES: CCOc1ccc(NC(=O)c2cccnc2SC)cc1
  aSyn tox rescue: 1%

# Sorted by formula weight (smallest number first): part of the list above.
mol,aSyn tox rescue
COc1cc(OC)cc(OC(=O)c2ccc3c(=O)n4c(nc3c2)CCC4)c1,-31%[inhibitor]
COC(=O)c1cc(S(=O)(=O)N2CCN(c3cc(C)ccc3C)CC2)c[nH]1,-6%
CCCCCCNC(=O)CCc1c(C)nc2nc(-c3cc(OC)cc(OC)c3)nn2c1C,1%

# Other results
mol,aSyn tox rescue
Cc1cccc(C(=O)Nc2ccccc2-c2nc(-c3ccccc3)no2)c1,0%
COc1ccc(Cn2c(=O)c3oc4ccccc4c3n(Cc3cccc(C(F)(F)F)c3)c2=O)cc1,0%
CC1(C)CC(=O)C=C(c2ccc(Oc3ccccc3)cc2)C1=O,1%
COc1nc2ccccc2nc1CCC(=O)O,-4%
Cc1ccc([C@H]2C[C@H](n3cc(C4CC4)nn3)[C@@H](O)CN2Cc2cccs2)cc1,1%
CCc1ccc(NC(=O)CSc2nc(-c3ccccc3Cl)nc3c2Cc2c(CO)cnc(C)c2O3)cc1,-3%
CCOc1ccccc1NC(=O)c1ccc(F)c(S(=O)(=O)NCc2ccc3c(c2)OCO3)c1,?
Cc1ccc(C(c2sc3nc(-c4ccco4)nn3c2O)N2CCCCC2)cc1 (stereo not given),7%
CCOc1ccc(S(=O)(=O)Nc2cccc(-c3ccc(OCC)nn3)c2)cc1,6%
Cc1nc2nc(SCc3c(F)cccc3Cl)nn2c(C)c1Cc1ccccc1,8%
COc1cc(CN(C(=O)c2ccccc2[N+](=O)[O-])c2ccccn2)cc(OC)c1OC,0%
Cc1cccc(N(CC(O)Cn2c3ccccc3c3ccccc32)S(=O)(=O)c2ccc(F)cc2)c1 (stereo not given),?
O=C(Nc1ccc2ccccc2n1)C1CCCCC1,3%
Cc1ccc2sc(N(CCCN(C)C)C(=O)c3ccc(S(=O)(=O)N4CCCCCC4)cc3)nc2c1C,-5%
O=C(Nc1nncs1)c1ccc2c(c1)OCO2,0%
O=C(CCc1nc(-c2cccs2)no1)Nc1cccc([N+](=O)[O-])c1,-16%
Cc1ccc2nc(N3CCN(C(=O)C4CC4)CC3)sc2c1,3%
COc1cccc(C2C(C(=O)Nc3ccccc3)=C(C)Nc3nc(-c4ccccc4)nn32)c1OC (stereo not given),-3%
Cc1ccc(N2C(=O)N(CC(=O)Nc3ccc(C)cc3Cl)C(=O)C2C)cc1 (stereo not given),16%
CCC(=O)c1ccc(OCC(=O)OCC(=O)N2CCCc3ccccc32)cc1,6%
COc1ccc(C(CCN)c2ccc3c(c2)OCO3)cc1 (stereo not given),6%
Cn1c(SCC(N)=O)nnc1-c1ccc(S(=O)(=O)N2CCCC2)cc1,2%
Cc1cc(C)c(OCC(=O)Nc2nnc(C3CC3)s2)c(C)c1,5%
CC(=O)NC1(NC(C)=O)CCN(C)CC1,4%
O=C(NCC(c1ccc2c(c1)OCO2)N1CCN(c2ccccc2)CC1)C(=O)Nc1ccccc1 (stereo not given),2%
COc1ccc(/C=C/C(=O)NC(=S)NNC(=O)c2cnccn2)cc1,-2%
CCCCCCn1c(SCC(=O)NC2CCS(=O)(=O)C2)nc2ccccc2c1=O (stereo not given),6%
CC(=O)CSc1cc(-c2ccccc2)nc2ncnn12,9%
CCCn1cc(S(=O)(=O)c2cc(C)ccc2C)c(=O)c2cc(F)c(N3CCOCC3)cc21,-2%
CCN(CC)S(=O)(=O)c1ccc2c(c1)nc(SCC(=O)N(C)C1CCS(=O)(=O)C1)n2CC (stereo not given),-2%
COC(=O)c1ccccc1NC(=O)CCCn1nc([N+](=O)[O-])cc1C,-5%
CC1=C(C(=O)OC2CCCCCC2)C(c2ccccc2Cl)CC(=O)N1 (stereo not given),3%
COc1ccc(Oc2nc(-c3ccccc3)ncc2C(=O)O)cc1,6%
COC(=O)c1ccc(COc2ncnc3ccccc23)o1,-4%
CC(C)Oc1ccc(CNC(=O)CCC(=O)N2CCSc3ccccc32)cc1,2%
O=C(c1ccc2c(c1)OCCO2)N(Cc1cccnc1)c1nc2c(F)cccc2s1,-6%
Cc1c(C(=O)Nc2cccc(-c3nc4ccccc4s3)c2)oc2ccc(F)cc12,-11%
CCCCn1c(N)c(N(CC(C)C)C(=O)c2cnccn2)c(=O)[nH]c1=O,-3%
CCOc1ccc(CCNC(=O)c2cccc(-n3c(C)nc4cccnc43)c2C)cc1,-3%
CCCn1c(SCC(=O)Nc2ccc(S(=O)(=O)N3CCOCC3)cc2)n[nH]c1=O,-2%
Cc1cc(C)n(-c2nc3cc(Cl)ccc3nc2Nc2ccc(C)c(F)c2)n1,8%
Cc1nc2c(c(SCC(=O)Nc3ccccc3C(F)(F)F)n1)CCC2,2%
Cc1ccc(NC(=O)CN(C)C(=O)c2ccccc2Sc2ccccc2C#N)cc1,14%
O=C(CSc1nc2ccncc2[nH]1)Nc1ccccc1C(F)(F)F,1%
CC1CCN(S(=O)(=O)c2cc(C(=O)N3CCN(c4ccccc4F)CC3)n(C)c2)CC1,5%
CCOC(=O)C1=C(CNCCc2ccc(Cl)cc2)NC(=O)NC1c1cccc([N+](=O)[O-])c1 (stereo not given),0%
Cc1ccc(NC(=O)Cn2c(SCc3ccc(F)cc3)nc3cccnc32)cc1F,-1%
Cc1ccc(NC(=S)N2CCC(N(C)CC3CCCO3)CC2)cc1C (stereo not given),-15%
CC(=O)N(c1ccc2oc(=O)sc2c1)S(=O)(=O)c1ccc(C(=O)O)cc1,8%
COc1ccc(Cl)c2sc(N3CCN(C(=O)c4ccco4)CC3)nc12,16%
Cc1cnc(C2OCCO2)c2cccc(N)c12,-8%
COC(=O)c1ccccc1NC(=O)CSc1cc(-c2ccccc2)nc(C)n1,-10%
Cc1ccc(-c2ccc(=O)n(CC(=O)NCc3ccc(F)cc3)n2)cc1,3%
CC(=O)c1cc(CN2CCC(N3CCC(C(=O)N4CCCC4)CC3)CC2)cs1,-1%
Cc1nn(C)c2c1c(C(F)(F)F)cc(=O)n2Cc1ccc(Br)cc1F,11%
OC(CN1CCN(c2ccc(C(F)(F)F)cn2)CC1)c1ccccc1 (stereo not given),-1%
Cc1ccc(N2CCN(S(=O)(=O)c3nnc(NC(=O)c4ccc(C(C)C)cc4)s3)CC2)cc1,-3%
CCc1ccc(CNC(=O)COc2cc(=O)n(CC)c3ccccc23)cc1,-13%
COC(=O)c1ccc(NC(=O)CCCC(=O)OCC(=O)c2ccc(Cl)cc2)cc1,0%
Cc1sc(NC(=O)CN2CCCC2)nc1-c1ccc2c(c1)CCN2C(=O)c1ccc(F)cc1,-5%
NC(=O)C1(N2CCCCC2)CCN(C(=O)c2cccs2)CC1,3%
CC(CN1CCN(CCOCCO)CC1)CN1c2ccccc2Sc2ccc(Cl)cc21 (stereo not given),-6%
